Screens deposited in PubChem BioAssay by several laboratories.
RGS4 pot: RGS4 potentiators or activators, primary screen, cell-based, HEK293 M3R inducible RGS4, calcium flux | B-score at 10 µM | 310,000 compounds, 0.92% hits | AID 463111, 2010 | carbachol calcium flux Fluo4; stronger effect = lower value;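 active = B-score of the integrated calcium signal more than 4 SD below the library mean, with starting fluorescence not abnormally high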;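 also: negative B-score means reduced calcium response which marks RGS4 activation or potentiation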
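Reagent: ECmax carbachol challenge; Test system: M3R-expressing HEK293 line, RGS4 induced by doxycycline; Schedule: overnight RGS4 induction, 30 min dye load 37 °C, 20 min compound RT; Detection: calcium dye Fluo4 fluorescence; Read-out: Agonist-evoked peak-minus-minimum fluorescence over baseline, integrated ratio, B score.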
HDAC3 inh: HDAC3 deacetylase inhibitors, primary screen, biochemical, fluorescence, cell-free homogeneous. Histone deacetylase 3 (Homo sapiens), O15379. recombinant HDAC3, fluorogenic peptide/trypsin coupled. inhibition, % at 8.3 µM. 320,000 compounds, 0.15% hits. AID 2718, 2010; in the data active = inhibition above about 26%, passing the limit was not always enough
hERG rescue: hERG rescue from dofetilide block, primary screen, cell-based, CHO-hERG, FluxOR thallium flux, dofetilide IC70; dofetilide IC70 present; activation (rescue from dofetilide block), less the hit threshold, % at 10 µM; 310,000 compounds, 0.51% hits;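 active = activation above the mean of controls blocked by dofetilide plus 5 SD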;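 also: thallium influx through hERG after potassium depolarization seen as dye fluorescence rise; in these data hits start at about 4.7%; inactives centre near -7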
KCNQ1 pot: potentiators or activators of KCNQ1 channel, primary screen, cell-based, thallium flux, high-throughput. Potassium voltage-gated channel subfamily KQT member 1 (Homo sapiens), P51787. CHO-K1 KCNQ1, thallium flux FluxOR fluorescence; stronger effect = higher value. B-score at 10 µM. 310,000 compounds, 0.35% hits. AID 2648, 2010;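 active = fluorescence ratio B-score, a plate-corrected score, at least three library SD, with initial intensity B-score within 5 SD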
Target sequence (P51787 whole entry, looked up): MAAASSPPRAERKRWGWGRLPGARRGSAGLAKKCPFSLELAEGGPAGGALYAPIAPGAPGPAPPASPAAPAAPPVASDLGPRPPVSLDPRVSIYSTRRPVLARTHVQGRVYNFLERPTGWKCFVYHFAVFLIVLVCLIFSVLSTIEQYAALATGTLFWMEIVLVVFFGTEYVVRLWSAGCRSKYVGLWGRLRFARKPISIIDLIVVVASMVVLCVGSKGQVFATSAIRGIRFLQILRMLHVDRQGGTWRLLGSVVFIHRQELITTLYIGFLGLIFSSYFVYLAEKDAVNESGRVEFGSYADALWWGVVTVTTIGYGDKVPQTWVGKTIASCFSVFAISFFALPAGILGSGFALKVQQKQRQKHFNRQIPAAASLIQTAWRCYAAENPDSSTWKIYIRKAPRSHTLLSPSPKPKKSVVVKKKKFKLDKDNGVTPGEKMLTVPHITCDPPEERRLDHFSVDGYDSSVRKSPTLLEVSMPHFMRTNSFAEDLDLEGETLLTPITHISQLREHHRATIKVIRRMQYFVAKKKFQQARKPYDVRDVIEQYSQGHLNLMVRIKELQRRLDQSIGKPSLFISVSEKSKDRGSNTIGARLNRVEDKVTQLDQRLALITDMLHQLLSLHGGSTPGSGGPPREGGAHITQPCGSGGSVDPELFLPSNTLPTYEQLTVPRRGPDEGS
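Assay system: CHO-K1 cells stably expressing KCNQ1; Medium: assay buffer with matched DMSO; Also added: K+/Tl+ depolarizing stimulus; Dosing: single dose; Timing: dye 90 min, compound 20 min, room temperature; Measured by: kinetic FluxOR thallium fluorescence, 10-s 1-Hz baseline, 110-s post-stimulus read; Read-out: peak-minus-minimum fluorescence over initial fluorescence, negative-control normalized, B-scored.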
KCNQ1 block: inhibitors of human KCNQ1 channel, primary screen, cell-based, thallium flux, high-throughput; CHO-K1 KCNQ1, FluxOR thallium flux fluorescence; stronger effect = higher value; B-score at 10 µM; 310,000 compounds, 1.3% hits; AID 2642, 2010;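 active = compounds whose thallium flux B-score, printed positive for inhibition, exceeds three library SD while starting fluorescence stays within three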;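 also: channel opened by potassium depolarization with thallium stimulus after 20 min compound exposure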
SKKanGAS inh: S. pyogenes SKKanGAS growth inhibitors in kanamycin, primary screen, streptokinase expression inhibitor project, SKKanGAS strain, BacTiter-Glo luminescence; 6 h; 300,000 compounds, 1.3% hits; AID 1662, 2009; inhibition, % at 7.5 µM;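 active = mean replicate score, as percent of positive control median, at least 50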;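 also: strain carries kanamycin resistance gene driven by streptokinase promoter and grows in 40 µg/ml kanamycin; loss of luminescence reflects streptokinase promoter inhibition or plain growth inhibition; 0% = median of DMSO wells and 100% = positive control at its reference dose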
TMEM16A inh: TMEM16A chloride channel inhibitors, primary screen, cell-based, HTS. HEK293 TMEM16A/YFP iodide influx fluorescence, ionomycin. AID 588511, 2011. normalized B-score (activity score, 25-100; higher = stronger inhibition) at 10 µM. 310,000 compounds, 1.2% hits. Anoctamin-1 (Mus musculus), Q8BHY3;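 active = ratio plate-corrected score three or more library SD toward inhibition, starting fluorescence score within five deviations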;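 also: score derived from kinetic fluorescence span divided by baseline fluorescence per well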
ANO1 activ: TMEM16A chloride channel activators or potentiators, primary screen, cell-based, HTS; Anoctamin-1 (Mus musculus), Q8BHY3; HEK293 TMEM16A/YFP-H148Q/I152L, iodide quench fluorescence; stronger effect = lower value; B-score at 10 µM; 340,000 compounds, 0.3% hits; AID 623877, 2012;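 active = fluorescence-ratio B-score plate-corrected deviation score at least 3 library SD below zero, with starting fluorescence score within 5 deviations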;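 also: channel opened by trigger with iodide after compound preincubation; score built on the fluorescence ratio of max minus min over baseline; more negative score means more quench and so TMEM16A activation or potentiation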
KCNK3 inh: human KCNK3 channel inhibitors, primary screen, CHO cells, FluxOR thallium flux, B-score | Potassium channel subfamily K member 3 (Homo sapiens), O14649 | FluxOR fluorescence; stronger effect = lower value | 340,000 compounds, 0.84% hits | B-score at 10 µM | AID 602410, 2012;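 active = B-score under library mean minus 4 SD, starting fluorescence ratio at most library mean plus 5 SD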;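 also: more negative B-score means stronger inhibition of thallium flux through KCNK3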
KCNK9 inh: KCNK9 potassium channel inhibitors, primary screen, HEK293 cells, thallium flux | FluxOR thallium flux fluorescence; stronger effect = lower value | B-score at 10 µM | 310,000 compounds, 1.2% hits;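 active = ratio B-score over 3 SD below the library mean, with starting fluorescence within 5 SD of its mean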;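 also: negative B-score means less thallium flux so channel inhibition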
RGS4 block: RGS4 inhibitors, primary screen, cell-based, HEK293 M3R inducible RGS4, calcium flux; Regulator of G-protein signaling 4 (Homo sapiens), P49798; Fluo-4 calcium flux; stronger effect = higher value; triggered by carbachol at its EC20; B-score at 10 µM; 310,000 compounds, 0.45% hits;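 active = B-score, a plate-corrected calcium signal, over three deviations above library mean, with baseline fluorescence within five deviations of library mean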;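 also: RGS4 expression induced by doxycycline in cells with stable M3 receptor; B-score is computed from the integrated fluorescence ratio over baseline after carbachol; higher B-score means a larger calcium signal and so more RGS4 inhibition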
Target sequence (P49798 whole entry, looked up): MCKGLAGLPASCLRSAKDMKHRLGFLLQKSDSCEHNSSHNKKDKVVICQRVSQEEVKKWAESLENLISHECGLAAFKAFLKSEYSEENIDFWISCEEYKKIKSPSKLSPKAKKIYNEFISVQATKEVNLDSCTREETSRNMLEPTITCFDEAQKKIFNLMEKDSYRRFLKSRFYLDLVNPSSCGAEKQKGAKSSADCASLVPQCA
Numbers without * were called inactive; i = inactive; . = no result given.

SMILES | RGS4 pot | HDAC3 inh | hERG rescue | KCNQ1 pot | KCNQ1 block | SKKanGAS inh | TMEM16A inh | ANO1 activ | KCNK3 inh | KCNK9 inh | RGS4 block
Cc1ccc(S(=O)(=O)Oc2ccccc2/C=N/NC(=O)c2c(Cl)cnn2C)cc1 | i | 3.0 | -14.2 | i | i | 2.3 | i | i | i | i | i
O=C(CN1C(=O)C2CC=CCC2C1=O)Nc1nccs1 (stereo not given) | i | 0.7 | -2.0 | i | i | -8.8 | i | i | i | i | i
CCOC(=O)C1CCN(S(=O)(=O)c2ccc(OC)c(Cl)c2)CC1 | i | 1.0 | -5.0 | i | i | -6.6 | i | i | i | i | i
CS(=O)(=O)N(CC(=O)NCCSc1ccccc1)c1ccc2c(c1)OCO2 | i | -0.7 | -2.8 | i | i | -5.4 | i | i | i | i | i
O=C(NCCc1ccc(F)cc1)Nc1ccc2c(c1)OCO2 | i | -7.1 | -11.0 | i | i | 2.2 | i | i | i | i | i
O=C(C1CCC(CNc2c(N3CCCCC3)c(=O)c2=O)CC1)N1CCc2ccccc2C1 (stereo not given) | i | . | -6.0 | i | i | 3.0 | . | i | i | i | i
CCOC(=O)/C(C#N)=C/c1cn(CCC(=O)O)nc1-c1ccc(Cl)cc1 | i | 1.4 | -4.6 | i | i | 4.2 | i | i | i | i | i
O=C(NC12CC3CC(CC(C3)C1)C2)N(Cc1ccccc1)Cc1ccncc1 | i | 8.1 | -9.8 | i | 6* | -2.8 | i | i | i | i | i
Cc1nc(C)c(-c2csc(Nc3ncccc3C)n2)s1 | i | 6.4 | 0.1 | i | i | -6.9 | i | i | i | i | i
CCc1ccc(-c2nc(SCC(=O)NC3CCS(=O)(=O)C3)n[nH]2)cc1 (stereo not given) | i | -2.4 | -11.2 | i | i | -6.5 | i | i | i | i | i
CN(C)/C=C/C(=O)c1ccc(F)cc1 | i | 3.7 | -6.0 | i | i | -3.6 | i | i | i | i | i
CN(C1CCS(=O)(=O)C1)S(=O)(=O)c1ccc(C2CCCCC2)cc1 (stereo not given) | i | 2.7 | -3.9 | i | i | -2.0 | i | i | i | i | i
CC(Oc1ccc(-c2nccc(-c3ccccn3)n2)cc1)C(=O)NN (stereo not given) | i | 1.3 | -6.9 | i | i | 4.7 | i | i | i | i | i
CCOc1ccc(N(CC(=O)NCc2ccccc2OC)S(C)(=O)=O)cc1 | i | 1.1 | -6.6 | i | i | 2.7 | i | i | i | i | i
O=C(c1ccc2c(c1)OCO2)C1CCCN(C(=O)C2CCOCC2)C1 (stereo not given) | i | 3.0 | -6.9 | i | i | -8.6 | i | i | i | i | i
CCOc1ccc(S(=O)(=O)N2CCN(C(=O)CCC(=O)N3CCOCC3)CC2)cc1 | i | 7.4 | -8.0 | i | i | -1.1 | i | i | i | i | i
O=C(Nn1cnnc1)C(Sc1ccccc1)c1ccccc1 (stereo not given) | i | -7.9 | 1.2 | i | i | -12.4 | i | i | i | i | i
Cn1cc(-c2nnnn2-c2cccc(C(F)(F)F)c2)c(C(F)(F)F)n1 | i | -0.3 | -12.2 | i | i | 7.1 | i | i | i | i | i
CC(C)COc1ccc(C2NC(=O)NC2=O)cc1 (stereo not given) | i | -3.4 | -8.2 | i | i | -0.9 | 100* | i | i | i | i
N#CC1c2ccccc2C=CN1C(=O)c1ccccc1 (stereo not given) | i | 2.7 | -8.3 | i | i | -5.9 | i | i | i | i | i
CC(=O)Nc1ccc(NC(=O)CSc2nnc(-c3cc4ccccc4o3)n2C)cc1 | i | 4.9 | -7.7 | i | i | 9.1 | i | i | i | i | i
CC(=O)c1ccc(OCc2cc(C(=O)N3CCC[C@H]3CO)no2)cc1 | i | 1.5 | -4.0 | i | i | 0.7 | i | i | i | i | i
COc1ccc(N2CCN(C(=O)c3ccc4c(c3)[nH]c(=S)n3c5ccccc5nc43)CC2)cc1 | i | -5.2 | -21.6 | i | i | 27.5 | i | . | . | i | i
CC1CCN(C(C(=O)O)c2ccccc2)CC1 (stereo not given) | i | 2.0 | -9.2 | i | i | 4.3 | i | i | i | i | i
O=C(O)c1ccc(NC(=O)c2ccccc2NC(=O)c2cccc(Br)c2)cc1 | i | -4.1 | -6.7 | i | i | 5.1 | i | i | i | i | i
COc1ccc(CN2CCC(n3nccc3NC(=O)CCc3ccccc3)CC2)c(C)c1C | i | . | -11.5 | i | i | 13.8 | . | i | i | i | i
Cc1csc(NC(=O)c2ccoc2C)n1 | i | 5.4 | -8.3 | i | i | -1.6 | i | i | i | i | i
CC(=O)N/C(=N\c1nc(C)cc(C)n1)Nc1ccc(Cl)cc1Cl | i | -2.9 | -8.1 | i | i | 1.7 | i | i | i | i | i
CCCc1n[nH]c2c1/C(=N/O)CC(c1ccccc1)C2 (stereo not given) | i | -8.7 | -3.9 | i | i | 2.3 | i | i | i | i | i
CSCCC(NC(=O)c1ccc(Cl)cc1)C(=O)OCC(=O)Nc1cc(Cl)ccc1C#N (stereo not given) | i | -6.7 | -3.5 | i | i | -6.2 | i | i | i | i | i
CCOc1ccc(NC(=O)CSc2nc(=O)n(Cc3cccnc3)c3c2CCC3)cc1 | i | -3.5 | -7.7 | i | i | -15.7 | i | i | i | i | i
CCC(C)(C)C1CCC2(CC1)NC(=O)N(CC(=O)N(C)Cc1ccc(OC(F)F)cc1)C2=O (stereo not given) | i | . | -12.2 | i | i | -14.8 | i | i | i | i | i
Cc1ccc(NC(=O)CCSc2nnc(-c3ccco3)o2)cc1 | i | 1.4 | -7.8 | i | i | 2.8 | i | i | i | i | i
CCCNC(=O)COc1ccc(S(=O)(=O)Nc2ccc(C)cc2)cc1 | i | . | -1.8 | i | i | -13.4 | i | i | i | i | i
O=C(NCC1CCCO1)C(=O)N/N=C/c1cc(Cl)ccc1O (stereo not given) | i | 3.2 | -9.8 | i | i | -8.9 | i | i | i | i | i
Cc1ccc(S(=O)(=O)Nc2ccc(S(=O)(=O)Nc3nccs3)cc2)c([N+](=O)[O-])c1 | i | 0.7 | -17.6 | i | i | 2.3 | i | i | i | i | i
O=C(COC(=O)c1ncc(Cl)c(Cl)c1Cl)NCCc1ccccc1 | i | -3.1 | -15.4 | i | i | -4.2 | i | i | i | i | i
Cc1cccc(Oc2ccc(NC(=O)C3CC=CCC3C(=O)O)cc2)c1 (stereo not given) | i | -5.6 | -10.1 | i | i | -0.9 | i | i | i | i | i
Cc1ccc(C)c(NC(=O)CN(C)S(=O)(=O)c2ccccc2)c1 | i | -5.7 | -7.4 | i | i | 4.5 | i | i | i | i | i
O=C(NCc1c(Cl)cccc1Oc1ccccc1)c1ccccc1 | i | 2.5 | -9.6 | i | i | 0.2 | i | i | i | i | i
CCn1cc(Cl)c(C(=O)NNC(=O)CCn2cc([N+](=O)[O-])cn2)n1 | i | -6.3 | -13.7 | i | i | -3.3 | i | i | i | i | i
COc1cccc(-c2nn(-c3ccccc3)cc2CN(C)Cc2c(C)nc3ccccn23)c1 | i | -0.6 | -17.9 | i | i | -10.6 | i | i | i | i | i
CC(=O)c1cnc2nc(SCc3ccccc3C)nn2c1C | i | -4.9 | -10.2 | i | i | 2.6 | i | i | i | i | i
COc1ccc(C)cc1S(=O)(=O)NCCN1CCOCC1 | i | -1.5 | -5.0 | i | i | -0.7 | i | i | i | i | i
N/C(=N\OC(=O)c1ccco1)c1ccccn1 | i | 3.8 | -8.4 | i | i | 0.0 | i | i | i | i | i
CCc1ccccc1NC(=O)CSc1nc(-c2ccccc2)nn1C(=O)c1cccc([N+](=O)[O-])c1 | i | 3.5 | -5.2 | i | i | 0.1 | i | . | . | i | i
CCOC(=O)N1CCC(NC(=O)c2cc(C(=O)NC3CCCC3)ccc2CO)CC1 | i | -8.0 | -11.2 | i | i | -3.4 | i | i | i | i | i
O=C(CNCc1ccc(Cl)cc1)Nc1ccc2c(c1)OCCO2 | i | 0.2 | -8.6 | i | i | -11.8 | i | i | i | i | i
Cc1cc(C)nc(/N=C(\NC(=O)C(C)(C)C)Nc2ccc(F)cc2)n1 | i | -0.6 | -14.1 | i | i | -5.7 | i | i | i | i | i
COc1cc(NC(=O)C2=C(N3CCOCC3)/C(=C/c3ccc(Cl)cc3)CC2)cc(OC)c1OC | i | -3.7 | -10.5 | i | i | 10.1 | i | i | i | i | i

Additional entries follow:
SMILES | RGS4 pot | HDAC3 inh | hERG rescue | KCNQ1 pot | KCNQ1 block | SKKanGAS inh | TMEM16A inh | ANO1 activ | KCNK3 inh | KCNK9 inh | RGS4 block
O=[N+]([O-])c1ccccc1S(=O)(=O)Nc1cccc(-c2ccc3nncn3n2)c1 | i | 4.0 | -10.2 | i | i | 23.6 | i | i | i | i | i
c1csc(CN2CCOCC2)c1 | i | 2.5 | -8.3 | i | i | -2.5 | i | i | i | i | i
CC(=O)c1sc(NC(=O)COc2ccccc2)nc1C | i | -1.3 | -8.3 | i | i | 8.8 | i | i | i | i | i
CN1CCN(C(=O)/C(=C/c2ccc(F)cc2)c2ccsc2)CC1 | i | 3.2 | -10.6 | i | i | -12.3 | i | i | i | i | i
CCOc1ccc(N2CC(C(=O)Nc3ccccc3N3CCOCC3)CC2=O)cc1 (stereo not given) | i | -0.3 | -5.3 | i | i | 0.3 | i | i | i | i | i
CC(C)C(c1nnnn1Cc1ccc(F)cc1)N1CCN(c2ccc(O)cc2)CC1 (stereo not given) | i | -1.4 | -6.1 | i | i | 2.6 | i | i | i | i | i
CCOc1ccc(N(CC(=O)Nc2ccc(OC)cc2OC)S(=O)(=O)c2c(C)[nH]c(=O)[nH]c2=O)cc1 | i | -0.7 | -12.9 | i | i | 1.6 | i | i | i | i | i
